IMPase Li cell: qHTS Assay for Identifying the Cell-Membrane Permeable IMPase Inhibitors: Potentiation with Lithium | CHO-M1 cells, IP1 TR-FRET (IP-One), carbachol + lithium | Potency, µM (highest dose often 59.4 µM), for the others: at the top dose activity, negative = IMPase inhibition, hits mostly inhibitors | actives 0.35% (n = 210,000) | AID 1457, 2008;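 also: IP1 builds up when IMPase is blocked and the TR-FRET signal falls; plate controls were basal vehicle for no effect and high inhibitor control for full effect; nearly all actives have a fitted effect of over 50% in size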
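Readout is a homogeneous TR-FRET IP1 immunoassay (Ex 320, Em 665 and 620), where raised cytosolic IP1 lowers signal. Cells were CHO-M1 treated 30 min at 37C with test compounds plus a little lithium; AC50 values came from Hill-equation fitting.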
KDM4E inh: qHTS Assay for Inhibitors of Human Jumonji Domain Containing 2E (JMJD2E) | Lysine-specific demethylase 4E (Homo sapiens), B2RXH2 | JMJD2E catalytic domain, FDH-coupled NADH fluorescence (FDH is formaldehyde dehydrogenase) | Potency, µM (highest dose often 57.1 µM), for inactives: at the top dose activity change, negative = inhibition, most hits filed as inhibitors | actives 1.6% (n = 230,000); active = well fitted inhibition curve with a large enough effect, not every such curve was filed as active; inconclusive = small, poorly fitted or top-dose-only effect, or another doubt; inactive = no such curve, though single readings can be large or run the other way;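 also: 0% = wells with enzyme and -100% = buffer wells without enzyme; nearly all actives have a fitted effect of over 50% in size; many of its hits are not listed in these tables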
Target sequence (B2RXH2 1-337 limits assumed): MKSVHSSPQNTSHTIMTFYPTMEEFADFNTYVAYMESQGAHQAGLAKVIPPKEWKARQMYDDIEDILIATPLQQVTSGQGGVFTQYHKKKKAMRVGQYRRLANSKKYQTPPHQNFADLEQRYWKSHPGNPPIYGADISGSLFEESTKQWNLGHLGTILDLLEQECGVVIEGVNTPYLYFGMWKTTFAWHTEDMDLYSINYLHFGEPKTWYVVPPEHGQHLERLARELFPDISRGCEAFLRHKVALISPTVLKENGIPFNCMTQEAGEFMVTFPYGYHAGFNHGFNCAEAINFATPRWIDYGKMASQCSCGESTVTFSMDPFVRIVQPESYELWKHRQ
SMN2 splice enh: qHTS Assay for Enhancers of SMN2 Splice Variant Expression | HEK293 SMN2-luciferase splicing reporter, luminescence, 30-36 h | Potency, µM (highest dose often 46.1 µM), for the others: top-dose activity change, positive = activation, most hits filed as activators | actives 2.8% (n = 210,000); also: % of control where 0% means no effect; nearly all actives have a fitted effect of over 55% in size
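qHTS luciferase splicing reporter: luminescence rises when SMN2 exon 7 is included in transfected HEK293 cells. Compound exposure lasted 30-36 h at 37C, with 4.5 mM final sodium butyrate as control, followed by a ONE-Glo read.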
RECQ1 helicase: qHTS Assay for Inhibitors of RecQ-Like Dna Helicase 1 (RECQ1); ATP-dependent DNA helicase Q1 (Homo sapiens), P46063; RECQ1 DNA unwinding, red fluorescence kinetic read; Potency, µM (top dose mostly 57.3 µM), for inactives: at the highest dose activity, negative = inhibition, actives largely listed as inhibitors; actives 0.54% (n = 240,000); AID 2549, 2010;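 also: plate controls were vehicle for no effect and no enzyme for full effect; nearly all actives have a fitted effect of over 30% in size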
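RECQ1T1 50 nM; forked duplex (20 bp + 30-nt ss tails) 200 nM, ATP 2 mM final; pH 8.0, 2 mM MgCl2, 2.5 ug/ml poly(dI-dC); 15 min compound preincubation; discontinuous kinetic read over 2 h at RT.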
RGS12 GoLoco inh: qHTS Assay for Inhibitors of RGS12 GoLoco Motif Activity (Red Fluorophore); Potency, µM (doses to about 61.6 µM), for the others: top-dose activity, negative = inhibition, usual class: inhibitors; actives 0.44% (n = 230,000); Guanine nucleotide-binding protein G(i) subunit alpha-1 (Homo sapiens), P63096; Gai1:RGS12 GoLoco peptide FP, rhodamine, 10 min; active = well fitted inhibition curve with a large enough effect, not every such curve was filed as active; inactive = no such curve, though single readings can be large or run the other way; also: % is scaled to controls: 0 for no effect and ±100 for the full control effect; nearly all actives have a fitted effect of over 30% in size; many of its hits are not listed in these tables
Target sequence (P63096 whole entry, looked up): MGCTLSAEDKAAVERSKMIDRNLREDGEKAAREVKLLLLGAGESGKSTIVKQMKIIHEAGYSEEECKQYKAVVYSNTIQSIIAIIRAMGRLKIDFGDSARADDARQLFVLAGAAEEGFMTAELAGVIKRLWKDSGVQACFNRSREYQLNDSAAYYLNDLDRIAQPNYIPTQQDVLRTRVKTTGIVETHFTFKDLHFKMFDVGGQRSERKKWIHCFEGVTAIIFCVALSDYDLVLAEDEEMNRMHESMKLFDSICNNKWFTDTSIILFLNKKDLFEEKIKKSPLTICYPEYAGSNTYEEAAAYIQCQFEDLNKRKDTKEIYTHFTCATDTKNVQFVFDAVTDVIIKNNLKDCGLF
Luc counter: Counterscreen for Luciferase (Kinase-Glo TM) Inhibition | Potency, µM (doses to about 38.3 µM), for the others: at the highest dose activity change, negative = inhibition, actives largely listed as inhibitors | AID 1379, 2008 | Luciferin 4-monooxygenase (Photuris pensylvanica), Q27757 | Kinase-Glo luciferase, ATP luminescence, 8 min | actives 0.28% (n = 200,000); also: % is scaled to controls: 0 for no effect and ±100 for the full control effect; nearly all actives have a fitted effect of over 60% in size
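Kinase-Glo luciferase light output from ATP and luciferin was measured with 10 uM ATP, within the enzyme's linear range. Buffer: 50 mM imidazole pH 7.2, 50 mM KCl, 7 mM MgCl2, 0.01% Tween 20, 0.05% BSA; luminescence read after 8 min at ambient temperature.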
Epigenetic derep: Quantitative High-Throughput Screen for Regulators of Epigenetic Control; Potency, µM (titrated, usually from 53.9 µM), for the others: at the top dose GFP activation, usual class: activators; murine LDR cells, GFP reporter derepression, 30 h; actives 0.2% (n = 280,000); also: % of control where 0% means no effect; nearly all actives have a fitted effect of over 60% in size
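GFP-positive cell count by laser-scanning cytometry (objects 20–120 um) after 30 h, 37 C compound exposure of murine LDR cells; reporter is CMV-GFP integrated at a silenced locus, inducible by HDAC or DNMT inhibitors.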
NPSR antagonist: qHTS Assay for Antagonists of the Neuropeptide S Receptor: cAMP Signal Transduction; Q6W5P4; CHO-NPSR cells, cAMP TR-FRET, antagonist mode; Potency, µM (highest dose often 38.3 µM), inactives show at the top dose activity change, negative = inhibition, hits mostly inhibitors; actives 1% (n = 220,000); AID 1461, 2008; also: % is scaled to controls: 0 for no effect and ±100 for the full control effect; nearly all actives have a fitted effect of over 50% in size; many of its hits are not listed in these tables
Target sequence (Q6W5P4 whole entry, looked up): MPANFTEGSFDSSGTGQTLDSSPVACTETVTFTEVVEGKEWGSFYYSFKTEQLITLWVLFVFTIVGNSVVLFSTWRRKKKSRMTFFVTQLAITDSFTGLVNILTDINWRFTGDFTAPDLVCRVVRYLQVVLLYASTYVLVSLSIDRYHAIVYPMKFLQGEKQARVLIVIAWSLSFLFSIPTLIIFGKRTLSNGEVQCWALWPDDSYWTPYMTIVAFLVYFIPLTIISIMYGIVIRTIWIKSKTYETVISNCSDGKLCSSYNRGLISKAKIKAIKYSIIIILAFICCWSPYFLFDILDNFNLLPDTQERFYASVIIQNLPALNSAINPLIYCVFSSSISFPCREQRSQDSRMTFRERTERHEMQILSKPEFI
The depositor's hits bear a star; i = inactive; u = inconclusive; x = no result given; [ ] = another dose, or the depositor's remark. Unless noted, calls follow the shape of the dose curve; as a rule, active = well fitted curve in the direction sought with a large enough effect; inconclusive = small, poorly fitted or top-dose-only effect, or another doubt; inactive = no such curve, though single readings can be large; an effect the other way counts as inactive or inconclusive. Potency is read from the fitted curve at half-maximal effect.

Under each structure – IMPase Li cell, KDM4E inh, SMN2 splice enh, RECQ1 helicase, RGS12 GoLoco inh, Luc counter, Epigenetic derep, NPSR antagonist
COc1ccc(C(=O)/C=C/c2ccc(OC3CSC3)cc2)cc1
→ 5%, -3%, 3%[1.84 µM], 2%, -2%, -1%, -0.9%, 3%
COc1ccc(N2CCN(C(=O)CN(C)S(=O)(=O)c3cnc[nH]3)CC2)cc1
→ -1%, -8%, -22%, -7%, -1%, 14%, 0.3%, 3%
C=CCOc1c(Br)cc(/C=N/NC(=O)Cc2ccc(C(F)(F)F)cc2[N+](=O)[O-])cc1OC
→ 11%, 15%, 6%, -3%, 0%, 0%, 4.5%, -26%
CNc1oc(Cc2ccccc2)nc1S(=O)(=O)c1ccccc1
→ 18%[38.3 µM], -25%, -1%, -11%, 0%, 2%, 0.0%, 2%[46.1 µM]
Cn1nc(C(F)(F)F)c(-c2cccc(C(F)(F)F)c2)c1NC(=O)Nc1ccc(F)cc1
→ x, -4%, x, -6%, 5%, x, -0.3%, 14%[7.67 µM]
S=C(Nc1ccc2nccnc2c1)N1CCOCC1
→ 11%, u, x, -3%, 8%, -6%, -5.8%, 6%
COc1ccc(CCN(C)Cc2ccc(OCc3ccccc3)c(OC)c2)cc1OC
→ 3%[38.3 µM], u, 1%, i, -12%, -3%, -2.0%, -2%[46.1 µM]
Cn1c(NC(=O)C[n+]2cc(-c3ccc(Cl)cc3)n3c2CCC3)cc(=O)n(C)c1=O
→ -1%, 3%, -19%, -10%, 10%, -4%, 0.0%, 27%
O=C1CC(N2CCN(c3cccc(C(F)(F)F)c3)CC2)C(=O)N1c1ccccc1F (stereo unspecified)
→ -7%[38.3 µM], -10%, -12%, -5%, 1%, -5%, 2.2%, -28%[46.1 µM]
O=C1NC(=S)N/C1=C/c1cccc([N+](=O)[O-])c1
→ -1%, -3%, 9%, -6%, 4%, 5%, -2.6%, -7%
CCOC(=O)c1cccc(N2C(N)=NC(N)=NC2(C)C)c1
→ x, 2%, x, -4%, x, x, -1.0%, -2%[46.1 µM]
CC(=O)Nc1ncc(Cc2ccc(Cl)cc2Cl)s1
→ -8%, -4%, -15%, 18%, 13%, 2%, 6.0%, -6%
Cc1ccc(/C=N/NC(=O)Cc2c[nH]c3ccccc23)c(C)c1
→ 3%[38.3 µM], 1%, -15%, -3%, 12%, -4%, -1.1%, u
CC1CN(Cc2ccc(C#N)cc2Cl)CC(C)O1 (stereo unspecified)
→ -8%[38.3 µM], -7%, -13%, -2%, 6%, -2%, -1.0%, -1%[46.1 µM]
Cc1cccc(N2CCN(C(=O)C3CCN(S(=O)(=O)c4cnc[nH]4)CC3)CC2)c1C
→ 5%[38.3 µM], -13%, 2%, 0%, 2%, 1%, 0.0%, -3%[46.1 µM]
C=CCn1c(C)csc1=Nc1ccccc1C
→ 14%, -7%, 19%, -1%, -1%, 5%, 3.5%, -16%
N#Cc1ccc(OCC(O)CS(=O)(=O)c2ccccc2)cc1 (stereo unspecified)
→ -5%, -1%, -17%, i, 8%, 4%, 1.1%, 4%
Cc1cc2cc(C)c(NCCNC(=O)c3ccccc3Cl)nc2cc1C
→ -1%, -1%, -15%, -1%, 19%, -2%, -0.6%, u
Cc1onc(-c2ccccc2)c1C(=O)N=C(N)c1ccc(C(F)(F)F)cc1
→ x, 4%, x, 14%, 12%, x, -0.2%, -16%
Cc1nc(-c2ccc(Cl)cc2)sc1C1(C)CC(c2ccc(C#N)cc2)=NO1 (stereo unspecified)
→ x, u, x, -22%, 0%, x, -4.8%, -14%
COc1ccc(C(=O)COC(=O)COc2ccc(C)c(C)c2)cc1
→ -3%, -9%, 9%, 3%, 3%, -3%, -2.2%, 12%
O=C(O)CCc1ccc(-c2ccc(Br)cc2)n1NC(=O)c1ccc([N+](=O)[O-])cc1
→ x, 6%, x, i, 9%, x, 3.3%, -9%
CCn1c(=O)c([N+](=O)[O-])c(NCCc2ccccc2)c2ccccc21
→ 7%, -1%, -7%, -19%, 12%, 2%, -2.2%, -18%[46.1 µM]
CCOC(=O)c1nnn(CC(=O)NC(=O)Nc2ccccc2)c1C(=O)OCC
→ 1%, 1%, -13%, i, -1%, -1%, -2.4%, -8%
CCOC(=O)CSc1nc(-c2ccccc2)nc2ccc(F)cc12
→ 10µM*, -8%, 13%, -1%, 7%, -5%, -1.9%, 1%[46.1 µM]
COc1ccc(NC(=O)c2cc3c(-c4ccc(OC)c(OC)c4)nn(C)c3s2)cc1OC
→ 30%[activator][38.3 µM], u, 4%, 18%, -1%, -1%, u, u
O=C(CCSCCC(=O)NCc1cccs1)NCc1cccs1
→ 1%[38.3 µM], 3%, 9%, -4%, -2%, -3%, 2.6%, -11%[46.1 µM]
CC(=O)CCc1c(C)c2cc(C)ccc2[nH]c1=O
→ 21%[38.3 µM], u, 29%, u, 9%, 0%, -1.0%, -16%[46.1 µM]
CCn1c(SC(=O)NC2CCCCC2)nnc1-c1cccs1
→ u, u, 23%, -1%, 12%, 5%, -0.9%, 3%[46.1 µM]
CCOC(=O)CC(NC(C)=O)c1ccc([N+](=O)[O-])cc1 (stereo unspecified)
→ -5%, 9%, 3%, 2%, 9%, 5%, 0.0%, 16%
CCN(CC)C(=O)C(Sc1ccccc1)c1ccccc1 (stereo unspecified)
→ 26%[38.3 µM], -8%, u, -6%, 6%, -2%, 0.0%, -14%[46.1 µM]
Cc1nc(CC(=O)N/N=C/c2ccc(OCC(=O)O)cc2)cs1
→ x, -7%, x, i, 1%, x, 6.5%, 7%
COC(=O)c1ccc2c(=O)[nH]c(CSc3nc(C)cs3)nc2c1
→ 1%, u, u, i, 15%, -18%, -1.7%, -18%
Cc1cccc(C)c1NC(=O)/C(C#N)=C/c1ccsc1
→ -11%, 6%, -18%, -21%, 0%, 2%, 0.0%, -5%[46.1 µM]
CC12CCC(O)CC1=CCC1C2CCC2(C)C1CCC21CCC(=O)O1 (stereo unspecified)
→ 10%, 2%, -33%[inhibitor], i, 5%, -2%, 1.1%, -5%
COC(=O)/C=c1\[nH]c2nnc(C)n2c1=O
→ x, u, x, 0%, 0%, x, -1.9%, 13%
O=C(OCC(=O)N1CCN(C(=O)c2ccco2)CC1)c1ccccc1OCc1ccc(Cl)cc1
→ 11%[38.3 µM], 2%, -21%, -6%, 4%, 2%, -0.1%, -22%[46.1 µM]
O=C(O)CCC(=O)NNC(=O)COc1cccc(Cl)c1
→ 3%, 10%, x, i, -2%, x, -1.2%, -9%
O=C(c1ccc(S(=O)(=O)N2CCCCC2)cc1)N1CCN=C1SCc1cccnc1
→ 4%[38.3 µM], 7%, -27%, -8%, 6%, -2%, -1.2%, -3%[46.1 µM]
Cc1nnc(Sc2nc3c(c(=O)[nH]c(=O)n3C)n2Cc2ccccc2)s1
→ x, -3%, x, i, 2%, x, 1.1%, 11%
CC(C)(C)OC(=O)C(C)(C)O/N=C(\C(=O)O)c1csc(N)n1
→ -6%, -10%, -2%, i, 13%, -7%, 0.0%, 2%
Cc1cccc(-n2nnnc2SCC(=O)NCC2CCCO2)c1 (stereo unspecified)
→ x, -9%, x, -7%, 11%, x, 0.0%, 14%
Cn1c(N)c(C(=O)COC(=O)C2CC(=O)N(Cc3ccccc3)C2)c(=O)n(C)c1=O (stereo unspecified)
→ 15%, 4%, 6%, -3%, -30%, -1%, -1.1%, -6%
Cc1cccc(NC(=O)CSc2ccc(-c3ccc4c(c3)OCO4)nn2)c1C
→ -3%, -17%, 25%, -6%, -1%, -4%, -1.1%, -31%
O=C(Oc1c(Cl)cc(Cl)c2cccnc12)c1cccs1
→ 10%, -7%, -63%[inhibitor], 0%, -1%, 1%, u, -4%[46.1 µM]
CCC(=O)N=c1sc2cc([N+](=O)[O-])ccc2n1CCOC
→ -14%, -4%, 0%, -4%, 4%, 0%, -1.3%, 5%
Cc1ccc(-n2c3c(cc(C(=O)NC4CCSC4=O)c2=O)C(=O)CCC3)cc1 (stereo unspecified)
→ 17%[38.3 µM], u, 10%, -3%, -1%, 2%, -1.0%, -10%[46.1 µM]
Fc1ccc(NC(=S)NCCN2CCOCC2)c(F)c1F
→ 2%, 11%, 2%, -6%, 0%, 2%, -0.1%, 10%
CCOC(=O)CNC(=O)c1c(C)nn(-c2ccccc2)c1Cl
→ 21%[38.3 µM], -1%, 4%, -6%, 5%, 0%, 0.0%, 6%[46.1 µM]
C#Cc1ccc([C@H]2C=C(C(=O)OCC=C)O[C@@H](OCC)[C@@H]2CCCO)cc1
→ -4%, -11%, x, 22µM*, -2%, x, 0.4%, 52%
CN(C)c1ccc(/C=N/NC(=O)c2ccc(NC(=O)c3ccccc3)cc2)cc1
→ x, u, x, -4%, 4%, x, 4.9%, -18%
CC(OC(=O)c1ccc(Cl)c(S(=O)(=O)N2CCc3ccccc32)c1)C(=O)Nc1ncc(Cl)cc1Cl (stereo unspecified)
→ -2%, 4%, -2%, 2%, -12%, 1%, 4.1%, -21%

IMPase Li cell, entries above that show a hit.
SMILES	IMPase Li cell	KDM4E inh	SMN2 splice enh	RECQ1 helicase	RGS12 GoLoco inh	Epigenetic derep	NPSR antagonist
CCOC(=O)CSc1nc(-c2ccccc2)nc2ccc(F)cc12	10µM*	-8%	13%	-1%	7%	-1.9%	1%[46.1 µM]

2 compounds picked at random from those above, as already listed:
Under each structure – IMPase Li cell, KDM4E inh, SMN2 splice enh, RECQ1 helicase, RGS12 GoLoco inh, Luc counter, Epigenetic derep, NPSR antagonist
Fc1ccc(NC(=S)NCCN2CCOCC2)c(F)c1F
→ 2%, 11%, 2%, -6%, 0%, 2%, -0.1%, 10%
Cn1c(N)c(C(=O)COC(=O)C2CC(=O)N(Cc3ccccc3)C2)c(=O)n(C)c1=O (stereo unspecified)
→ 15%, 4%, 6%, -3%, -30%, -1%, -1.1%, -6%

Only part of the results is shown; the hit share may differ from the screen's.
